# PostGolgi ctrl: inhibits growth of the yeast control strain; efflux-deficient yeast background strain, growth absorbance A615, 16 h; inhibition, % at 10 µM; 5% of 98,000 active; AID 738; in the data active = inhibition above about 30%
# Lung fibro prol: blocks proliferation of human lung fibroblasts; AID 719; LL 47 human lung fibroblast viability, ATP luminescence; stronger effect = lower value; viability, % at 10 µM; 1.1% of 85,000 active;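 active = viability at or below 50% in the single dose screen; inactive = viability above 50%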;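 note: compound exposure lasted 72 h before the ATP readout; 100% = median luminescence of untreated cell-only wells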
#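 Benchmarks: Cell-only wells, no compound | Test system: LL 47 human lung fibroblasts, passage 12 or lower | Input: 1,150 cells/well | Measured by: CellTiter-Glo luminescence measuring cellular ATP | Medium: IMEM, 15% FBS supplement | Schedule: Overnight attachment after seeding, then 72 h compound exposure at 37 °C | Doses: Compound addition at 0.1% DMSO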
# sEH inhibitor: inhibitors of human soluble epoxide hydrolase; P34913; recombinant human sEH enzymatic activity assay; inhibition, % at 2 µM; 0.34% of 91,000 active; AID 707; in the data active = inhibition above about 80%; note: values of inactives mirror those of a sister screen read the other way; many of its hits are not listed in these tables
# PTPN22 act: increases human PTPN22 phosphatase activity; Q9Y2R2; recombinant LYP, DiFMUP fluorescence; 0 = plate median, 100 = signal doubled; activation, % at 2 µM; 0.11% of 96,000 active;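 active = activation at 2 µM above a set limit, the mean plus 5 SD, cut at about 37% in these data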
# Target sequence (Q9Y2R2 whole entry, looked up): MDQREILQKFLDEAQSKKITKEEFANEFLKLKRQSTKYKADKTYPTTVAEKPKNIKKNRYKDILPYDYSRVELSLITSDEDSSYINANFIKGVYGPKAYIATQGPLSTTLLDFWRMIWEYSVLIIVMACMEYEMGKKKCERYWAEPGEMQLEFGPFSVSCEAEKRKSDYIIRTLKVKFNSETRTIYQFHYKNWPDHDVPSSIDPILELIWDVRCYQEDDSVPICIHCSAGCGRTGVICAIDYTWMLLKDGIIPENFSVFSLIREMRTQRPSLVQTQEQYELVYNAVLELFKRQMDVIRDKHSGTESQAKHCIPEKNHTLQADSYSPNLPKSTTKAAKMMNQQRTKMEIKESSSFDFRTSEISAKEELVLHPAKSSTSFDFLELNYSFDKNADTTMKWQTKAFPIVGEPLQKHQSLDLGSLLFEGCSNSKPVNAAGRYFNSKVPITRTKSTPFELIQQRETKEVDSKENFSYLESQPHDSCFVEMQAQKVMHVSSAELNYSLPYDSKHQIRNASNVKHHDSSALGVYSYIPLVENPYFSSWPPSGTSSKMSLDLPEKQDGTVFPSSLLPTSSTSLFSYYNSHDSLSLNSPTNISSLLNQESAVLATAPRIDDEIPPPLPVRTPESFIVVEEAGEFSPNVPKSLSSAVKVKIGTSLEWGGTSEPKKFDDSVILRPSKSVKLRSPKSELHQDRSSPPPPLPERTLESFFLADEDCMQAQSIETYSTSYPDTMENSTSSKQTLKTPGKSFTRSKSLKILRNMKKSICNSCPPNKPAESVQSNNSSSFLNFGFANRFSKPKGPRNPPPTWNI
# S1P2 antag: blocks the human S1P2 receptor; O95136; cell-based S1P2 antagonist assay, inhibition at 5 uM; inhibition, % at 5 µM; 0.21% of 97,000 active; AID 736; in the data active = inhibition above about 45%;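 note: CRE beta-lactamase reporter cells expressing human S1P2 stimulated with S1P; 0% = agonist at EC80 alone and 100% = agonist plus reference antagonist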
# H69AR inhibit: blocks growth of human H69AR lung tumor cells; H69AR lung tumor viability, ATP luminescence, 72 h; stronger effect = lower value; viability, % at 10 µM; 6% of 85,000 active; AID 598;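 active = viability at or below 40%; inactive = viability above 40%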;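 note: multidrug resistant small cell line overexpressing MRP-1 efflux transporter; 100% = mean luminescence of untreated control wells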
# HUVEC inhibit: human endothelial cell proliferation inhibition; 1.1% of 86,000 active; HUVEC proliferation, CellTiter-Glo luminescence, 72 h; stronger effect = lower value; viability, % at 10 µM (by protocol);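 active = viability at or below 30%; inactive = viability above 30%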;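 note: 100% = median luminescence of DMSO-only cell control wells on each plate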
# sEH act: soluble epoxide hydrolase (human) activation; 0.04% of 91,000 active; purified human sEH enzymatic activity, activator screen; activation, % at 2 µM; in the data active = activation above about 37%; note: values of inactives mirror those of a sister screen read the other way
# S1P2 ag: activates the human S1P2 receptor; S1P2-expressing cell line, agonist reporter read-out; activation, % at 4.5 µM; 0.46% of 97,000 active; in the data active = activation above about 16%;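 note: 0% = vehicle low control and 100% = maximal reference agonist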
# * = called active by the depositor; . = no result given. These rows are one share of the data (hit frequency here may not be typical).
no.	structure	PostGolgi ctrl	Lung fibro prol	sEH inhibitor	PTPN22 act	S1P2 antag	H69AR inhibit	HUVEC inhibit	sEH act	S1P2 ag
1	Cc1noc(C)c1C(=O)NCCC1=CCCCC1	3	107	0	-1	-7	.	95	-2	-3
2	CCCc1cc(-c2[nH]ncc2-c2ccc(C(=O)OCC)o2)c(O)cc1O	11	72	-9	0	11	82	86	9	-2
3	CCOC(=O)c1[nH]c(C)c(C(=O)Nc2ccc(C)c(Cl)c2)c1C	8	79	11	5	-2	32*	62	-11	-1
4	C[C@@H](Nc1nc(-c2ccccc2)nc2c1oc1ccccc12)C(=O)O	4	88	.	5	14	63	76	.	-8
5	Nc1nc2n(n1)C(c1ccco1)CC(c1ccccc1)N2 (configuration not stated)	-1	98	-15	2	-14	97	100	17	-2
6	CCOCCCNc1ncc2c(n1)CC(c1ccc(C)cc1)CC2=O (configuration not stated)	12	99	-12	2	10	83	88	11	-1
7	CCOc1ccc2[nH]c(C)c(CN3CCN(CC)CC3)c(=O)c2c1	-3	102	0	-3	15	94	107	0	-4
8	COC(=O)c1ccc(C(=O)OC)c(NC(=O)c2cnc3n(c2=O)CCS3)c1	-4	99	-2	0	-8	90	96	2	-1
9	CCOC(=O)CC1=C(C(=O)OCC)C(c2cccnc2)C(C#N)=C(N)O1 (configuration not stated)	14	97	-10	-16	-4	85	93	12	-2
10	Cc1cc(C)cc(OCC(=O)NNC(=O)c2ccoc2C)c1	-5	.	-5	6	-1	.	.	4	-4
11	CC(=O)c1ccc(O)c(CO)c1	16	115	.	4	18	105	95	.	1
12	COc1ccc(-c2cc(C(=O)NCCN3CCOCC3)c3ccccc3n2)c(OC)c1	2	97	-10	-3	3	87	83	12	-2
13	CCCC(=O)N(CCN(C(=O)CCC)c1ccccc1)c1ccccc1	.	93	0	-8	-4	56	100	4	-1
14	Cc1ccc(NC(=O)N/C=C/c2ccc(Cl)cc2)cc1	31*	.	9	0	7	.	.	-9	-4
15	CC1CCCCC1N1CCN(C(=O)c2cccc(F)c2)CC1 (configuration not stated)	-3	102	8	-3	8	87	102	-4	-2
16	O=C1CCC(C(=O)OCc2c(Cl)cccc2Cl)N1 (configuration not stated)	5	104	4	-6	-3	104	97	-2	-8
17	O=C(NNC1=C(C(=O)C(F)(F)F)CCC1)c1ccc(Cl)cc1	3	71	-1	45*	-16	45	50	1	-5
18	O=C(Nc1cccc(Cl)c1N1CCCC1)c1cc2ccccc2o1	8	94	-8	-15	-4	70	81	11	-7
19	CCOC(=O)/C(C#N)=C1/C=CN(Cc2ccccc2)C=N1	22	90	-6	-4	11	85	86	5	-6
20	CN(c1ccccc1C(=O)Nc1cccc(Cl)c1Cl)S(C)(=O)=O	10	88	-4	-1	-15	97	72	3	0
21	Cn1c(NC(=O)c2ccco2)c(-c2ccccc2Cl)c(=O)c2ccccc21	-6	97	7	4	4	99	102	-8	-11
22	COC(=O)COC(=O)CC(CC(N)=O)c1ccccc1 (configuration not stated)	1	92	-4	2	14	92	90	5	-2
23	O=S(=O)(Nc1ccc2nc(C(F)(F)F)[nH]c2c1)c1ccccc1	-6	90	17	-2	7	99	105	-15	-5
24	Cc1ccc(-n2c(C)cc(/C=N/NC(=O)CC3(C)OCCO3)c2C)cc1	.	81	5	3	-11	92	83	-5	1
25	CC1C(c2ccccc2)C(C#N)(C#N)C2(C#N)C(=O)NC1(N)C2C (configuration not stated)	1	102	15	0	-3	107	102	-16	-5
26	CCc1ccc2nc(N3C(=O)C(O)=C(C(=O)c4ccco4)C3c3cccs3)sc2c1 (configuration not stated)	36*	.	3	-20	2	.	.	0	-1
27	Cc1cc(=O)[nH]c(SCC(=O)Nc2nc3c(s2)CCCC3)n1	-14	105	2	2	-24	89	90	-4	-2
28	COC(=O)c1ccccc1NC=C1C(=O)OC2(CCCCC2)OC1=O	8	97	.	.	.	98	90	.	.
29	CCOc1ccccc1NC(=O)c1cc(CC(C)C)oc1C	23	99	0	-6	-14	73	109	-2	-4
30	Cc1ccc(C)n1-c1sc2c(c1C#N)CCCC2	.	88	5	7	-5	91	102	0	-2
31	COc1ccc(NC(=O)C2CCN(C(=O)c3cccs3)CC2)c(OC)c1	2	110	-9	2	1	98	96	9	-8
32	COC(=O)c1cccc(COC(=O)c2ccccc2NC(=O)c2ccco2)c1	1	102	-14	-2	9	80	95	8	-9
33	Clc1ccc2nc3ccccn3c2c1	2	109	-4	-1	-5	88	113	6	-8
34	COc1ccc(-c2nc(C#N)c(NCc3ccc(C)cc3)o2)cc1OC	5	100	3	1	-32	98	68	-1	0
35	O=C(C/C=N/OCc1ccccc1F)c1cnc(-c2ccc(Cl)cc2)s1	6	.	12	7	-7	.	.	-12	-1
36	O=c1[nH]c2ccc(Cl)cc2c(-c2ccccc2)c1N1CCN(CCO)CC1	3	84	1	16	-1	47	70	1	-8
37	O=C(Cn1cnc2c(nnn2-c2ccccc2)c1=O)N1CCCc2ccccc21	4	97	.	.	.	96	100	.	.
38	Cc1ccc(C(=O)COC(=O)CSc2cccc3cccnc23)c(C)c1	.	.	3	-17	-10	.	.	-6	0
39	CN1CCN(C(=O)c2ccc(-n3cccc3)cc2)CC1	7	.	8	9	1	.	.	-5	-6
40	COC(=O)Nc1c(C)n(C)n(-c2ccccc2)c1=O	6	93	-5	-12	24	100	95	4	-6
41	O=C(O)c1cccc(CSc2nnc(-c3ccco3)o2)c1	13	98	10	24	-5	96	85	-12	0
42	Cc1nnc(NC(=O)c2sc3ccccc3c2Cl)s1	54*	92	6	0	-11	100	88	-6	-6
43	Cc1cccc(SCc2noc(C(=O)NC(C)C)c2C(=O)O)c1	2	.	1	-5	-1	.	.	5	-5
44	O=c1ccc2cc(S(=O)(=O)N3CCN(c4ccccc4)CC3)ccc2o1	-1	95	11	7	-2	86	98	-10	-7
45	COC(=O)c1ccc(Nc2nc(C)cc(C)n2)cc1	7	108	-8	-3	24	90	115	10	-2
46	Cc1cccc(-c2nnc3sc(-c4ccccc4C)nn23)c1	64*	84	.	.	.	60	71	.	.
47	C/C(=N\OC(=O)c1ccc(F)cc1)c1sc(-c2ccccc2)nc1C	4	.	-4	-6	1	.	.	4	-4
48	CCOc1ccccc1Nc1nc(-c2sc(NC(=O)c3ccccc3)nc2C)cs1	6	.	9	0	-14	.	.	-8	-4
49	OCC1(C2=NOC(O)(C(F)(F)F)C2)CCCCC1 (configuration not stated)	9	96	21	13	-1	112	88	-20	-6
50	CC(=O)N1CCN=C1SCc1ccc(Br)cc1	11	91	2	-1	1	89	78	-3	-2
51	Cc1ccccc1CNCc1cccnc1	2	105	4	7	-10	99	102	-2	-1
52	Cc1csc(SCc2c(C(=O)O)oc3ccccc23)n1	-7	98	-1	0	27	100	96	2	-8
53	O=[N+]([O-])c1cc([N+](=O)[O-])c(N2CCOCC2)cc1NCc1ccccc1	10	.	-7	0	0	.	.	5	-4
54	O=C(NCCc1cccs1)C12CN(Cc3ccccc3)CC1C(c1cccc([N+](=O)[O-])c1)=NO2 (configuration not stated)	-3	.	0	0	-6	.	.	-2	-1
55	CC(=O)N1CCN(c2nnnn2-c2ccccc2)CC1	6	105	5	2	-13	106	98	-4	-3
56	COc1cc(-c2noc(C3CCCN(S(=O)(=O)c4cccc(Cl)c4)C3)n2)cc(OC)c1OC (configuration not stated)	29	108	.	-3	12	76	94	.	-4
57	CCCCC(=O)NCc1ccc2c(c1)cc(C)n2C	13	110	.	2	10	89	105	.	-7
58	CCN1CCN(C(=O)c2ccc(COc3ccc(Cl)cc3)o2)CC1	-7	95	-4	-2	11	95	93	8	-2
59	Cc1ccc(S(=O)(=O)Nn2c(C)ccc2C)cc1	10	96	-6	3	24	85	89	9	-4
60	CCCC1CC(=O)OC1(C)C(=O)CSc1n[nH]c(-c2ccccc2)n1 (configuration not stated)	9	97	1	-7	-14	81	98	1	3

# (continued)
no.	structure	PostGolgi ctrl	Lung fibro prol	sEH inhibitor	PTPN22 act	S1P2 antag	H69AR inhibit	HUVEC inhibit	sEH act	S1P2 ag
61	N#Cc1c(NC(=O)CSc2ncn[nH]2)sc2c1CCCC2	9	90	2	-7	-2	18*	86	-2	-7
62	Cn1cccc1Cc1nnc(SCC(=O)Nc2cccc(F)c2)n1-c1ccc(F)cc1	14	97	.	.	.	97	92	.	.
63	O=C(O)Cc1cc2c(s1)CCCCC2	-6	100	-7	4	-3	102	94	6	-1
64	Cc1ccc(-c2nn(-c3ccccc3)cc2C2CC(c3cccs3)=NN2C(=O)CCC(=O)O)cc1 (configuration not stated)	5	108	-6	-6	-6	104	79	3	-7
65	CCOc1ccc(NC(=O)C2CCC(C)(C(=O)O)C2(C)C)cc1 (configuration not stated)	22	100	-18	3	-2	106	96	18	-6
66	NC(=O)C(c1ccccc1)c1ncc(C(F)(F)F)cc1Cl (configuration not stated)	3	.	10	-4	9	.	.	-9	-4
67	O=C(c1cccc(-n2cnnn2)c1)N1CC=C(c2ccccc2)CC1	6	101	3	-1	-6	90	100	-4	0
68	COC(=O)c1ccccc1Nc1ccccc1	2	99	8	15	-14	98	102	-8	-12
69	Cc1ccc(C)c(NC(=O)CC(NCCCN2CCOCC2)C(=O)O)c1 (configuration not stated)	.	99	-4	2	7	99	103	1	-1
70	COCCCn1c(SCC(=O)NC2CCCC2)nnc1-c1ccco1	-2	111	-12	5	17	89	108	10	-5
71	CC1(C)NC(=O)N(CC(O)CN2C(=O)CCC2=O)C1=O (configuration not stated)	15	103	-5	-1	12	100	100	5	-4
72	CN(C)CCOCCSc1ccc(Cl)cc1	-1	.	-12	-2	-1	.	.	11	1
73	Cn1c(=O)[nH]c2cc3ccccc3cc21	14	85	7	-4	9	106	33	-8	-6
74	Cc1ccc(C(=O)OCC(=O)Nc2ccccc2)cc1NC(=O)c1ccco1	8	109	13	0	19	91	97	-13	-2
75	COc1ccc(CNC(=O)COC(=O)c2n[nH]c3ccccc23)cc1OC	8	100	4	1	-8	87	91	-5	0
76	Nn1c(SCC(=O)Nc2ccc(S(=O)(=O)N3CCCC3)cc2)nnc1C(F)(F)F	19	103	-9	-4	7	92	93	8	-3
77	CC(/C=C/c1ccc(C)o1)=C\C(=O)O	3	96	14	-2	2	102	97	-14	-6
78	COc1ccccc1NC(=O)c1ccc(-c2ccccc2F)o1	8	91	13	0	-17	53	75	-10	-5
79	CCOC(=O)c1c(C)[nH]c(N=Nc2ccccc2)c1C	5	94	9	-2	7	82	101	-7	-6
80	CCn1c(=O)cc(OCC(=O)Nc2nc(C)cs2)c2ccccc21	21	98	8	-5	2	84	93	-9	-5

# Excerpt: entries 61 to 64
no.	structure	PostGolgi ctrl	Lung fibro prol	sEH inhibitor	PTPN22 act	S1P2 antag	H69AR inhibit	HUVEC inhibit	sEH act	S1P2 ag
61	N#Cc1c(NC(=O)CSc2ncn[nH]2)sc2c1CCCC2	9	90	2	-7	-2	18*	86	-2	-7
62	Cn1cccc1Cc1nnc(SCC(=O)Nc2cccc(F)c2)n1-c1ccc(F)cc1	14	97	.	.	.	97	92	.	.
63	O=C(O)Cc1cc2c(s1)CCCCC2	-6	100	-7	4	-3	102	94	6	-1
64	Cc1ccc(-c2nn(-c3ccccc3)cc2C2CC(c3cccs3)=NN2C(=O)CCC(=O)O)cc1 (configuration not stated)	5	108	-6	-6	-6	104	79	3	-7

# The listing continues:
no.	structure	PostGolgi ctrl	Lung fibro prol	sEH inhibitor	PTPN22 act	S1P2 antag	H69AR inhibit	HUVEC inhibit	sEH act	S1P2 ag
81	O=C(CN1C(=O)NC2(CCCC2)C1=O)Nc1ccc(F)cc1	1	.	13	2	3	.	.	-12	-11
82	CCc1nnc(NS(=O)(=O)c2ccc(NS(=O)(=O)c3ccc(NC(C)=O)cc3)cc2)s1	12	.	-4	0	-17	.	.	4	-6
83	CCOc1cc2[nH]c(=S)n(CCN3CCCCC3C)c(=O)c2cc1OCC (configuration not stated)	-4	86	-7	4	-8	82	97	8	-1
84	Cc1ccc(-n2nc(C)cc2NC(=O)c2ccc(C)s2)cc1	-2	90	15	-9	-14	65	86	-15	-6
85	NC1=NS(=O)(=O)NC1c1ccc(Cl)cc1 (configuration not stated)	3	103	4	12	15	106	100	-5	-6
